# Source: PubChem BioAssay
# V1aR counter = activates human V1a receptor in oxytocin agonist counter-screen; AID 2797; actives 0.25% (n = 320,000); activation, % at 3 µM; P37288; CHO-V1R cells, Fluo-8 calcium fluorescence, agonist mode; 0% DMSO, 100% 3 nM vasopressin;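 active = activation above the mean activation of all tested compounds plus 3 SD, per screening run, cut at about 20% in these data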;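 note: signal is peak over basal fluorescence ratio across a 100 second FLIPR read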
# Target sequence (P37288 whole entry, looked up): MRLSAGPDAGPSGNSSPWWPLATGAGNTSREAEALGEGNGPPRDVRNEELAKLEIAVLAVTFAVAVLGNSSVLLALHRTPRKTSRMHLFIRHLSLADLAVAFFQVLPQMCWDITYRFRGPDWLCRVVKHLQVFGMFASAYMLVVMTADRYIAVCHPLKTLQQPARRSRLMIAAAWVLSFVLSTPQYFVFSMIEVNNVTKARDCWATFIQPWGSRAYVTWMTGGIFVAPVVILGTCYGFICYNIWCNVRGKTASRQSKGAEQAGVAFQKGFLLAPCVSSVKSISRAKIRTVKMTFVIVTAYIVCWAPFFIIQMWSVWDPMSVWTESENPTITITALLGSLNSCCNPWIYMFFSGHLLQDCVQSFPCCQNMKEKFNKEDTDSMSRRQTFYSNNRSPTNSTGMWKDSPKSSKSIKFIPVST
# GPR7 antag = blocks human GPR7 receptor signaling. P48145. GPR7-expressing cells, fluorescence antagonist assay. inhibition, % at 4.4 µM. actives 1.1% (n = 290,000); in the data active = inhibition above about 16%, passing the limit was not always enough;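 note: cells stimulated with the agonist NPW; 0% = agonist with vehicle and 100% = vehicle without agonist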
# CHO-K1 Ca PAM = M1 PAM counterscreen hit in parental CHO-K1 cells | activation, % at 3 µM | actives 0.02% (n = 360,000) | ATP EC20, Fluo-8 calcium fluorescence; 0% at ATP EC20, 100% at ATP max;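 active = activation above the run cutoff, the mean activation of all test compounds plus 3 SD, cut at about 40% in these data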;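 note: peak over basal fluorescence ratio in a 140 s read after ATP addition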
# CHO-K1 Ca ag = counter-screen for M1 agonists: effect in parental CHO-K1 cells. actives 0.48% (n = 360,000). Fluo-8 calcium fluorescence; scaled to maximal ATP response, vehicle zero. activation, % at 3 µM. AID 602248; in the data active = activation above about 15%;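 note: untransfected CHO-K1 host cells lacking M1 receptor as counterscreen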
# OXTR agonist = human OXTR agonism. P30559. CHO-OTR cells, Fluo-8 calcium fluorescence; normalized: DMSO 0%, oxytocin 100%. AID 2435. actives 0.32% (n = 320,000). activation, % at 3 µM;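 active = activation above the mean of all tested compounds plus 3 SD, cutoff set per screening run, cut at about 20% in these data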;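 note: peak over basal fluorescence ratio from a 100 s FLIPR kinetic read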
# OXTR potentiate = human OXTR potentiation. P30559. CHO-OTR cells, Fluo-8 calcium fluorescence, potentiator mode; 0% = oxytocin EC15, 100% = EC100. activation, % at 3 µM. actives 0.061% (n = 320,000). AID 2445;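 active = activation above that plate's cutoff, the mean activation of tested compounds plus 3 SD, cut at about 6.6% in these data, passing the limit was not always enough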;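 note: 100% uses oxytocin at 75 nM as the full agonist control; some results filed as inactive read as strong as hits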
#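 System: human OTR in CHO cells / Also added: sub-maximal oxytocin, roughly EC15 / Control set: EC15 oxytocin low, 75 nM oxytocin high / Schedule: 6 min compound pre-incubation at room temperature, 100 s kinetic read / Compound: single-point 3.0 µM / Replication: singlicate / Technique: Fluo-8 calcium dye fluorescence / Read-out basis: % activation of max/min ratio relative to oxytocin controls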
# CHO parental Ca = signal in parental CHO cells, OX1R antagonist counter-screen; parental CHO-K1, ATP-induced calcium, Fluo-8 fluorescence; inhibition, % at 5.6 µM; actives 0.63% (n = 330,000); AID 463079;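 active = inhibition above that plate's mean sample inhibition plus 3 SD, cut at about 26% in these data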;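 note: 0% = ATP-challenged DMSO wells and 100% = DMSO wells without ATP; some compounds past the cut are filed as inactive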
#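 material = parental CHO cells | also added = ATP as calcium-mobilizing challenge | dosing = single point at 5.6 µM | detection = intracellular calcium via Fluo-8 no-wash fluorescent dye | read-out = % inhibition | benchmarks = low control ATP plus DMSO, high control DMSO only | repeats = one well per compound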
# CHO-K1 Ca antag = counter-screen for M1 antagonists: effect in parental CHO-K1 cells; ATP-induced calcium, Fluo-8 fluorescence; inhibition, % at 3 µM; actives 0.6% (n = 360,000);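 active = inhibition above a per-plate cutoff, the plate's mean sample inhibition plus 3 SD, cut at about 24% in these data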;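 note: 0% = DMSO plus EC80 ATP and 100% = DMSO alone without ATP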
# TAAR1 antagonist = antagonists of human TAAR1. Q96RJ0. actives 1.5% (n = 360,000). inhibition, % at 3 µM. CHO RD-HGA16 TAAR1, Fluo-8 calcium fluorescence, antagonist;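 active = inhibition above a per-plate cutoff, the mean inhibition of test compounds on that plate plus 3 SD, cut at about 49% in these data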;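 note: 0% = DMSO plus EC80 beta-PEA response and 100% = DMSO alone without agonist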
# Target sequence (Q96RJ0 whole entry, looked up): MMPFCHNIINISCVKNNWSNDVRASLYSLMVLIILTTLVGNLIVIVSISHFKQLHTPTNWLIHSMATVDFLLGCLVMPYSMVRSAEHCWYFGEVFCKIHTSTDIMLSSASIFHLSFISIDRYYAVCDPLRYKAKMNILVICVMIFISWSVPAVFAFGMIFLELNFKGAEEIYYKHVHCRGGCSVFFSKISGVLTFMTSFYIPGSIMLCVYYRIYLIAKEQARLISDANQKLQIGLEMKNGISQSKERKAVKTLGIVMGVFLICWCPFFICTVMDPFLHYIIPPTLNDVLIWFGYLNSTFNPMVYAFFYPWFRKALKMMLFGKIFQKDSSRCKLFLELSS
#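 System: CHO RD-HGA16 cells bearing hTAAR1. Reagent: EC80 β-phenethylamine stimulus. Schedule: seeding 17-24 h prior, 75-min 37 °C, 30-min RT dye loading. Signal: Fluo-8 intracellular calcium dye fluorescence, real-time kinetic reads. Read-out: % inhibition from peak post-agonist over basal fluorescence ratio. Benchmarks: vehicle wells and EC80 agonist wells. Replicates: n of 1.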
# * = called active by the depositor; . = not tested or not shown.
# Screens by letter: A = V1aR counter; B = GPR7 antag; C = CHO-K1 Ca PAM; D = CHO-K1 Ca ag; E = OXTR agonist; F = OXTR potentiate; G = CHO parental Ca; H = CHO-K1 Ca antag; I = TAAR1 antagonist
[1] O=C(CCn1nnc2ccccc21)Nc1nnc(-c2ccccc2F)s1
  A: 1.1	B: 7.8	C: 11.7	D: 0.4	E: 0.6	F: -2.8	G: -6.2	H: -3.4	I: -3.8
[2] CC(C)n1c(O)c(N=Nc2ccccn2)c2ccccc21
  A: -0.2	B: -8.7	C: -13.2	D: 0.2	E: -1.7	F: 6.9	G: -17.6	H: 13.3	I: 8.0
[3] Cc1cccc2sc(NNC(=O)c3ccc(S(=O)(=O)N4CCCC(C)C4)cc3)nc12 (stereo unspecified)
  A: 5.6	B: -9.1	C: -6.5	D: 1.2	E: 3.3	F: -5.3	G: 3.2	H: 5.2	I: 8.9
[4] O=C(NCCCN1CCCC1)c1ccc(CS(=O)(=O)c2ccc(Cl)cc2)o1
  A: 0.5	B: -8.0	C: 16.8	D: 0.1	E: 0.6	F: -0.7	G: 3.4	H: -13.7	I: -12.1
[5] O=S(=O)(c1cccc(NC(=S)N2CCN(c3ccccc3F)CC2)c1)C(F)F
  A: 8.9	B: -15.1	C: 23.9	D: 9.4	E: 1.3	F: -12.8	G: 1.4	H: -5.5	I: 28.1
[6] COc1ccc([C@@H]2CC(=O)[C@@H]3CN(S(=O)(=O)c4ccc(C)cc4)[C@H](c4cccc(Cl)c4)C[C@@H]3N2S(=O)(=O)c2ccccc2)cc1
  A: .	B: .	C: 5.1	D: 2.0	E: .	F: .	G: .	H: 5.5	I: -7.2
[7] COC(=O)c1cccc(N/C=C(\[N+](=O)[O-])S(=O)(=O)c2ccccc2)c1
  A: 0.1	B: -7.8	C: -3.0	D: 0.6	E: -0.2	F: -15.6	G: -8.1	H: -0.7	I: -0.7
[8] Cc1ccc(Cn2c(NS(=O)(=O)c3ccccc3)nc3ccccc32)cc1
  A: 1.4	B: -17.3	C: 15.2	D: 0.2	E: -1.9	F: -9.2	G: -22.5	H: -4.7	I: -8.0
[9] Cc1ccc2c(c1)CCCN2C(=O)CCc1nc2ccccc2c(=O)[nH]1
  A: 1.4	B: .	C: 10.3	D: 1.9	E: -0.2	F: -10.7	G: -12.4	H: -11.4	I: -21.5
[10] CCOC(=O)c1ccc(NC(=O)CC2C(=O)N(c3ccccc3)C(=O)N2CCCOC)cc1 (stereo unspecified)
  A: 0.0	B: -0.2	C: -7.8	D: 0.9	E: 0.5	F: -5.2	G: -7.2	H: 11.7	I: 16.3
[11] CNC(=O)c1c(NC(=O)C2=COCCO2)sc2c1CCCC2
  A: -1.1	B: -8.3	C: 1.3	D: 0.3	E: -1.1	F: -10.6	G: -11.1	H: -17.6	I: -18.2
[12] COc1cccc(C2N(Cc3ccccc3)C(=O)C2(F)F)c1OC (stereo unspecified)
  A: -1.4	B: 0.6	C: 3.4	D: 1.6	E: -1.4	F: -11.5	G: -4.6	H: -6.0	I: -10.4
[13] O=C1NCCOC(=O)[C@@H](Cc2ccc(F)cc2)CC/C=C/C[C@H]1CC(=O)N(CCO)Cc1ccccc1
  A: 1.3	B: .	C: 11.0	D: 3.5	E: -0.9	F: -1.9	G: -12.4	H: -11.3	I: -7.0
[14] COc1cc(C(=O)Oc2cc(N)n(S(=O)(=O)c3ccc(F)cc3)n2)cc(OC)c1OC
  A: 0.8	B: -2.6	C: -22.4	D: 1.3	E: 1.1	F: -3.8	G: -26.1	H: -2.5	I: -18.1
[15] COc1ccc(NC(=O)C(CCS(C)(=O)=O)NC(C)=O)cc1 (stereo unspecified)
  A: 1.0	B: -15.9	C: 9.0	D: 0.1	E: -0.5	F: -9.2	G: 3.5	H: -6.2	I: 10.9
[16] O=C(O)COc1ccccc1/C=N/NC(=O)Cc1csc(Nc2cccc(C(F)(F)F)c2)n1
  A: 0.3	B: -9.6	C: 26.7	D: 0.6	E: -2.6	F: -9.1	G: -18.0	H: -6.2	I: 5.1
[17] COc1ccc(-c2noc(CCC(=O)N3CCN(c4ccccc4F)CC3)n2)cc1
  A: .	B: .	C: 13.7	D: 1.3	E: .	F: .	G: -12.6	H: -11.1	I: -23.0
[18] CCCc1ccc(S(=O)(=O)N2CCN(Cc3ccco3)CC2)cc1
  A: 0.6	B: 10.3	C: 15.7	D: 0.2	E: -2.1	F: -7.1	G: 4.5	H: -10.7	I: 3.5
[19] COCOCCn1cc(CN2CCS(=O)(=O)N(Cc3ccc(-c4ccc(F)cc4)cc3)C(C(C)C)C2=O)nn1 (stereo unspecified)
  A: .	B: .	C: 1.5	D: 1.0	E: .	F: .	G: .	H: -8.6	I: -5.5
[20] O=C(Cn1c(=O)oc2ccccc21)N(Cc1ccccc1)C1CCS(=O)(=O)C1 (stereo unspecified)
  A: -2.0	B: -9.1	C: 17.6	D: 0.4	E: -1.4	F: -14.9	G: -4.2	H: -7.8	I: -0.3
[21] Nc1nc2c(ncn2C2C[C@H](O)[C@@H](CO)O2)c(=O)[nH]1 (stereo partly specified)
  A: 0.1	B: .	C: 10.5	D: 0.5	E: 2.1	F: 3.6	G: -0.9	H: 6.2	I: -19.1
[22] CC(OC(=O)C1CCN(c2ccc(C(F)(F)F)cn2)CC1)C(=O)NC1CCCCC1C (stereo unspecified)
  A: 1.2	B: .	C: -3.8	D: 0.1	E: 1.5	F: 6.0	G: -11.7	H: -15.0	I: -30.6
[23] CCOC(=O)C1=CCN(S(=O)(=O)c2cccc(Cl)c2)C1c1ccc(Br)cc1 (stereo unspecified)
  A: .	B: .	C: -1.2	D: 0.7	E: .	F: .	G: .	H: 7.0	I: 13.2
[24] Cc1cc(Cl)ccc1OCC(=O)NCCOc1nc(N2CCOCC2)nc(N2CCOCC2)n1
  A: -0.8	B: -0.5	C: 18.5	D: 0.2	E: -1.0	F: -5.6	G: -24.0	H: -5.4	I: -26.9
[25] O=[N+]([O-])c1cc(Cl)ccc1N1CCN(c2ccccc2O)CC1
  A: 5.7	B: -6.7	C: -6.1	D: 1.9	E: 2.2	F: -7.2	G: -16.2	H: 7.9	I: 10.3
[26] CCOC(=O)c1ccccc1NC(=O)/C=C/c1cc(OC)c(OC)c(OC)c1
  A: 2.5	B: -9.3	C: 20.4	D: 0.6	E: -0.2	F: -12.2	G: -29.8	H: -15.5	I: 37.0

# Single values from the list:
# Under CHO-K1 Ca PAM, entry 8 is listed with 15.2
# Under CHO-K1 Ca antag, entry 26 is listed with -15.5

# Values in list order from above:
# Compounds 7–17 in CHO parental Ca: -8.1, -22.5, -12.4, -7.2, -11.1, -4.6, -12.4, -26.1, 3.5, -18.0, -12.6

# Shown as tab-separated lines: entries from further up
item	SMILES	V1aR counter	GPR7 antag	CHO-K1 Ca PAM	CHO-K1 Ca ag	OXTR agonist	OXTR potentiate	CHO parental Ca	CHO-K1 Ca antag	TAAR1 antagonist
15	COc1ccc(NC(=O)C(CCS(C)(=O)=O)NC(C)=O)cc1 (stereo unspecified)	1.0	-15.9	9.0	0.1	-0.5	-9.2	3.5	-6.2	10.9
16	O=C(O)COc1ccccc1/C=N/NC(=O)Cc1csc(Nc2cccc(C(F)(F)F)c2)n1	0.3	-9.6	26.7	0.6	-2.6	-9.1	-18.0	-6.2	5.1

# Hits appear at their usual frequency, and some 3.5% of all compounds hit somewhere here.
